AI-2 QS modul: Vibrio harveyi AI-2 quorum sensing modulation; activity change, % at 7.5 µM; actives 0.4% (n = 300,000); Vibrio harveyi JMH597 AI-2 luminescence/OD600 ratio, 9 h; stronger effect = lower value; strain lacks LuxN and CqsS sensors; 0 = neutral-control median; in the data active = activity change below about -75%, passing the limit was not always enough;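 note: luminescence divided by OD600 gain over 9 h not by final OD600 alone; inactives centre near 13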
GSK3A inh: blocks human GSK-3 alpha kinase | ADP-Glo luminescence, 60 min | actives 0.1% (n = 320,000) | inhibition, % at 10 µM | P49840;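 in the data active = inhibition above about 50%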;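 note: GST-tagged GSK-3 alpha with peptide substrate and 25 µM ATP; 0% = DMSO neutral wells and 100% = GW8510 positive control wells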
Target sequence (P49840 whole entry, looked up): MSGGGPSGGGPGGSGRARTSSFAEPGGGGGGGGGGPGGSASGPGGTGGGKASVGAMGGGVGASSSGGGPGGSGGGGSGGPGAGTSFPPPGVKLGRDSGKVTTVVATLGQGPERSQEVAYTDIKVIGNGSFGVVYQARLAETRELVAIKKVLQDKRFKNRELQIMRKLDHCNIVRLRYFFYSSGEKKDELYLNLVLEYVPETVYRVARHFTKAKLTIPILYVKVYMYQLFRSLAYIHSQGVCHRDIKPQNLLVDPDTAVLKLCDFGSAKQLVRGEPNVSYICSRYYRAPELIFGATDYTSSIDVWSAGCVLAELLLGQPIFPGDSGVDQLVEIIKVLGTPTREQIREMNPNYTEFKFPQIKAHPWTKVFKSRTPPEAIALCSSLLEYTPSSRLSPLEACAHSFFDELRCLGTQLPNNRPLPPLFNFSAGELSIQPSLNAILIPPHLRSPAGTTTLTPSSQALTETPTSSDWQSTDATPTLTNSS
Numbers without * were called inactive; . = no result given. These rows are one share of the data; rates above refer to the full screens.

SMILES	AI-2 QS modul	GSK3A inh
COc1ccc2oc(=O)c(C(=O)Nc3ccccc3-c3ccccc3)cc2c1	2	.
CC(Sc1n[nH]c(-c2cccs2)n1)C(=O)N1CCCC1 (stereo not drawn)	.	-2
CC1(c2ccccc2)NC(=O)N(CC(=O)N2CCN(S(=O)(=O)c3c(F)cccc3F)CC2)C1=O (stereo not drawn)	.	-2
CCc1ccccc1NC(=O)CN(C)C(=O)COC(=O)c1cccnc1Cl	.	-8
O=C(NCc1cccnc1)c1ccccc1NS(=O)(=O)c1ccc(Br)cc1	.	-2
COc1ccc(NC(=O)CNc2cc(S(=O)(=O)N3CCOCC3)ccc2N2CCOCC2)c(OC)c1	.	1
Cc1cc(C)c(S(=O)(=O)N2CCN(C3CC(=O)N(c4ccccc4Cl)C3=O)CC2)c(C)c1 (stereo not drawn)	.	-4
Nc1ncnc2c1ncn2[C@H]1CC[C@@H](CO)O1	.	-2
COc1cccc(NC(=O)COC(=O)Cn2c(C)csc2=O)c1	.	3
C=CCC(C(=O)Oc1c(C(C)(C)C)cc(C)cc1C(C)(C)C)c1ccccc1 (stereo not drawn)	.	-2
O=C(NCc1ccccc1CN1CCCC1)c1cccc(S(=O)(=O)N2CCCC2)c1	.	1
O=C(COc1ccccc1F)Nc1ccc(S(=O)(=O)N2CCCC2)cc1	.	-1
C[C@H](CO)N1C[C@H](C)[C@@H](CN(C)S(=O)(=O)c2ccccc2)Oc2ccc(NC(=O)CCC(F)(F)F)cc2C1=O	.	-2
O=C(NCCOc1ccc(Cl)cc1)c1ccc2c(c1)OCCO2	.	-8
CC(=O)N1CCN(S(=O)(=O)c2ccc3c(c2)CCC(=O)N3)CC1	.	-1
O=C(COC(=O)Cc1ccc(Br)cc1)Nc1ccc(Cl)cn1	.	0
O=C(c1ccccc1)c1ccccc1	.	-1
Cc1cc(C)c(C)c(S(=O)(=O)N2CCC(C(=O)N3CCCC3)CC2)c1C	.	-2
O=C(Nc1ccccc1)c1nc[nH]c1C(=O)NCCN(CCNC(=O)c1[nH]cnc1C(=O)Nc1ccccc1)CCNC(=O)c1[nH]cnc1C(=O)Nc1ccccc1	.	2
COc1ccc(NC(=O)Nc2ccc3c(c2)CC(=O)N([C@H](C)CO)C[C@@H](C)[C@H](CN(C)C(=O)Nc2ccccc2)O3)cc1	.	0
CCOC(=O)[C@H]1[C@H]2COc3cc(OC)ccc3[C@@H]2N2C(=O)CN(Cc3ccco3)C(=O)[C@@]12C	.	-1
CCCn1c(=O)c(C(=O)Nc2c(C)n(C)n(-c3ccccc3)c2=O)c(O)c2ccccc21	.	-1
C[C@H]1CN([C@@H](C)CO)C(=O)Cc2cc(NC(=O)CCC(F)(F)F)ccc2O[C@H]1CN(C)S(=O)(=O)c1ccc(F)cc1	.	-5
O=C(c1ccc(N2CCCC2=O)cc1)N1CCN(c2ccccc2O)CC1	.	9
CC(Sc1nnnn1-c1cccc(F)c1)C(=O)NC1CCCC1 (stereo not drawn)	.	2

Next part:
SMILES	AI-2 QS modul	GSK3A inh
CCOC(=O)C1=C(COC(=O)/C=C/c2ccc(O)c(OC)c2)NC(=O)NC1C (stereo not drawn)	.	7
COc1ccc(S(=O)(=O)N2CCCCCC2)cc1C(=O)Nc1cc(C)ccn1	.	1
C=CCn1c(C)cc(C(=O)COc2ccc(N(C)S(=O)(=O)c3ccc(NC(C)=O)cc3)cc2)c1C	.	-1
COc1cc2cc(Oc3ccc4ccc(=O)oc4c3)c(=O)oc2cc1O[C@@H]1O[C@H](CO)[C@@H](O)[C@H](O)[C@H]1O	.	-3
COc1ccc(Cl)cc1NC(=O)COC(=O)c1ccc(C)o1	.	-2
NC(=O)c1ccc(NC(=O)COC(=O)c2ccc(Cl)nc2)cc1	.	12
CCN(CC(=O)Nc1ccc(OC)cc1)C(=O)Cc1ccc(OC)c(S(=O)(=O)N2CCOCC2)c1	.	-1
CC(=O)c1ccccc1NC(=O)CSc1n[nH]c(=O)n1C1CC1	.	5
CC(=O)NCCc1ccc(C(=O)COC(=O)c2ccco2)cc1	.	6
O=C(Cn1c(=O)oc2ccccc21)N1CCN(S(=O)(=O)c2ccccc2)CC1	.	2
CN(C(=O)COC(=O)c1cc2ccccc2cc1O)C1CCCCC1	.	-1
C=CCn1c(C)cc(C(=O)CN2C(=O)c3ccccc3S2(=O)=O)c1C	.	-3
CC1CCC2(CC1)NC(=O)N(CC(=O)Nc1ccc3c(c1)OCO3)C2=O (stereo not drawn)	.	1
CCN(CC)C(=O)COC(=O)C1CCN(S(=O)(=O)c2ccc3c(c2)OCCO3)CC1	.	-6
Cc1nc(NC(=O)COC(=O)C2CC2C)c(Cl)cc1Cl (stereo not drawn)	.	2
Cc1ccccc1/C=C1\Oc2ccccc2C1=O	.	4
CCCNC(=O)C(Cc1ccc(Cl)cc1)NC(=O)c1ccc(C#N)cc1 (stereo not drawn)	.	1
CN(C(=O)c1ccc(NC(=O)Cc2cccc([N+](=O)[O-])c2)cc1)C1CC1	.	-3
COC(=O)[C@H](CC(C)C)N(Cc1ccccc1)S(=O)(=O)N(Cc1ccc(OC)cc1)[C@@H](CC(C)C)C(=O)OC	.	-1
Cc1ccccc1CN(C)c1ccc(S(=O)(=O)N2CCN(C)CC2)cn1	.	-1
c1ccc(C[C@H]2CN=C(Nc3ccccc3)N2CCCC2CCCCC2)cc1	.	4
O=C(COC(=O)c1ccc(Cl)nc1)NC1CCCc2ccccc21 (stereo not drawn)	.	-4
CCCCCn1nc(C(=O)OCc2nc(N)nc(Nc3ccccc3)n2)c2ccccc2c1=O	.	-2
COc1ccc(C(=O)N2CCCN(C)CC2)cc1S(=O)(=O)N(C)Cc1ccccc1	.	-1
Cc1csc(=O)n1CCC(=O)OCc1nnc(-c2ccc([N+](=O)[O-])cc2)o1	.	-3

A section of the results above:
SMILES	AI-2 QS modul	GSK3A inh
CCOC(=O)C1=C(COC(=O)/C=C/c2ccc(O)c(OC)c2)NC(=O)NC1C (stereo not drawn)	.	7
COc1ccc(S(=O)(=O)N2CCCCCC2)cc1C(=O)Nc1cc(C)ccn1	.	1
C=CCn1c(C)cc(C(=O)COc2ccc(N(C)S(=O)(=O)c3ccc(NC(C)=O)cc3)cc2)c1C	.	-1
COc1cc2cc(Oc3ccc4ccc(=O)oc4c3)c(=O)oc2cc1O[C@@H]1O[C@H](CO)[C@@H](O)[C@H](O)[C@H]1O	.	-3
COc1ccc(Cl)cc1NC(=O)COC(=O)c1ccc(C)o1	.	-2
NC(=O)c1ccc(NC(=O)COC(=O)c2ccc(Cl)nc2)cc1	.	12

New compounds follow:
SMILES	AI-2 QS modul	GSK3A inh
O=C(O)CCC(=O)OCCCc1cc2ccccc2c(=O)o1	.	-2
O=C(CSc1nc2nn(-c3ccccc3)c(=O)c-2c2n1CCCCC2)Nc1cccc(F)c1	.	0
CC12CCC(=O)N1C(C(=O)NNC(=O)c1ccc(Br)cc1)CS2 (stereo not drawn)	.	-13
COc1ccc(C(CNC(=O)CNC(=O)c2cccc(Cl)c2)N2CCCC2)cc1 (stereo not drawn)	.	-5
CC(C)c1ccc(NC(=O)COC(=O)c2ccc(CN3CCCC3=O)cc2)cc1	.	-2
COc1ccc(S(=O)(=O)N2CCOCC2)cc1NC(=O)Cc1ccsc1	.	-1
O=C(O)c1sccc1S(=O)(=O)N1CCOCC1	.	1
C[C@H](CO)N1C[C@H](C)[C@@H](CN(C)Cc2ccncc2)Oc2ccc(NC(=O)Cn3cnnn3)cc2C1=O	.	-1
Cc1ccc(C(=O)NCc2ccccn2)cc1S(=O)(=O)N1CCOCC1	.	1
CSCCC(NC(=O)c1ccccc1)C(=O)NNC(=O)c1ccccc1 (stereo not drawn)	.	-1
COc1ccc(-c2sc3ccc(OC)cc3c2-c2ccc(OC)nc2)cc1	.	-1
Cc1c(C(=O)Nc2ccc3c(c2)OCCO3)oc2ccc(Br)cc12	.	-4
C=C(C)CN(CC)C(=O)CSc1ccc(S(=O)(=O)N2CCN(Cc3ccccc3)CC2)cn1	.	-9
COc1ccc([C@H]2CC(=O)C=C(c3cc(Cl)ccc3OC)C2)cc1	.	2
CC(C)(C)OC(=O)NCCOC(=O)c1[nH]cnc1C(=O)NCc1ccccc1	.	-1
C=C(C)c1ccccc1	.	-4
C[C@H](CO)N1C[C@H](C)[C@@H](CN(C)C(=O)Nc2ccc(C(F)(F)F)cc2)Oc2ccc(NC(=O)CCC(F)(F)F)cc2C1=O	.	1
COc1cccc(C2=CC(=O)CC(C)(C)C2)c1OC	.	-4
Cc1ccc(CNc2ccc([N+](=O)[O-])cc2C(N)=O)cc1	.	2
NC(=O)c1cc([N+](=O)[O-])ccc1NCc1ccc(C(=O)O)cc1	.	1
CCOP(=O)(OCC)c1ccc2ccc3ccccc3c(=O)c2c1	.	5
CCN(CC)S(=O)(=O)c1ccc(Cl)c(NC(=O)COC(=O)C2CCCCC2)c1	.	-4
Cc1cc(C(=O)OCC(=O)NC2CCCC(C)C2C)c(C)o1 (stereo not drawn)	.	-2
CC(C)[C@H](NS(=O)(=O)c1ccccc1)C(=O)OCC(=O)NCc1ccc2c(c1)OCO2	.	-2
NC(=O)c1ccsc1NC(=O)COC(=O)c1cnccn1	.	11

Next compounds:
SMILES	AI-2 QS modul	GSK3A inh
CCN(C(=O)CSc1nc(C)nc2sc(C)c(C)c12)C1CCS(=O)(=O)C1 (stereo not drawn)	.	1
C[C@@H](NC(=O)c1ncn(C)c1C(=O)N[C@H](C)c1ccccc1)c1ccccc1	.	0
C=CC[C@H](CC(=O)OC(C)(C)C)C(=O)OC[C@H]1CCCN1C(=O)[C@H](CC=C)CC(=O)NCCO	.	-2
O=C(COC(=O)CCC(=O)c1ccc(F)cc1)NCCc1ccccc1	.	-1
CC(C)CC(=O)c1c(O)c(C=O)c(O)c2c1O[C@@]1(C)[C@@H](C2)C[C@H]2C[C@@H]1C2(C)C	.	-2
Cn1c(=O)c2c(ncn2CC(=O)OCC(=O)NNC(=O)c2ccc(Cl)cc2)n(C)c1=O	.	-4
CC(C)CC1NC(=O)c2cc(Cl)ccc2-n2c1nc1ccccc1c2=O (stereo not drawn)	.	-5
CCOC(=O)[C@@H]1[C@H]2COc3ccc(Br)cc3[C@@H]2N2C(=O)N(c3ccc(C)cc3)C(=O)[C@@]12C	.	-2
CCSC(=N)N	.	-2
C=CC[C@@H](CC(=O)N[C@H](CO)Cc1ccccc1)C(=O)N[C@@H](COC(=O)[C@@H](CC=C)Cc1ccc(F)cc1)Cc1ccccc1	.	-1
O=C(COC(=O)C1CC(=O)N(Cc2ccccc2)C1)Nc1cccc([N+](=O)[O-])c1 (stereo not drawn)	.	-2
COc1ccc(NC(=O)Nc2ccc3c(c2)C(=O)N([C@H](C)CO)C[C@H](C)[C@@H](CN(C)S(=O)(=O)c2ccccc2)O3)cc1	.	-3
O=C(NCc1ccccc1CN1CCCC1)c1ccc(OCc2cscn2)cc1	.	-2
Cc1cccc(OCC(=O)NNC(=O)c2ccc3nc[nH]c3c2)c1	.	0
CCC(=O)NC(c1cc(Cl)c2ccccc2c1O)C(C)C (stereo not drawn)	.	0
COc1ccccc1NC(=O)COC(=O)C12CC3CC(CC(Br)(C3)C1)C2	.	-2
C[C@H]1COC(=O)CCCC/C=C\C[C@H](CC(=O)N(CCO)Cc2ccccc2)C(=O)N1	.	-3
COc1ccccc1C(=O)COC(=O)c1cccs1	.	3
COc1cc(C)ccc1OCC(=O)Nc1ccc2c(c1)OCO2	.	5
CCN(CC)S(=O)(=O)c1ccc(/C=C/C(=O)OCC(=O)NC(=O)C2COc3ccccc3O2)cc1 (stereo not drawn)	.	-7
Oc1c(Br)cc(Br)cc1/C=N/c1nccs1	.	-3
CC(C)(C)[C@H]1COC(=O)[C@@H](Cc2ccc(F)cc2)C/C=C\C[C@@H](CC(=O)N[C@H](CO)Cc2ccccc2)C(=O)N1	.	-3
COCCCN(CC(=O)Nc1ccc(F)cc1)S(=O)(=O)c1cccs1	.	3
O=C(CN1C(=O)NC2(CCCC2)C1=O)NCCc1ccc(Cl)cc1Cl	.	1
Cc1cc(C)c(S(=O)(=O)N2CCN(C(=O)c3c(C)noc3C)CC2)c(C)c1	.	3

Remaining list, next part
SMILES	AI-2 QS modul	GSK3A inh
CC(Oc1ccc(S(=O)(=O)N2CCCC2)cc1[N+](=O)[O-])C(=O)NC1(C#N)CCCCC1 (stereo not drawn)	.	5
CN(C)C(CNC(=O)c1cc(-c2ccco2)nc2ccccc12)c1ccccc1 (stereo not drawn)	.	0
O=C1C=C(c2ccc3[nH]ccc3c2)C[C@@H](c2ccc(Cl)cc2)C1	.	-2
CCC1CCc2sc(C(=O)NCC(c3ccccc3OC)N3CCCC3)cc2C1 (stereo not drawn)	.	3
COc1ccc(Cl)cc1C(=O)OCC(=O)Nc1sccc1C(N)=O	.	0
O=C(c1cccc(S(=O)(=O)Nc2ccccc2Cl)c1)N1CCN(c2ccccc2O)CC1	.	2
CCCn1c(N)c(N(CCOC)C(=O)CSc2cc(C)c3cccc(C)c3n2)c(=O)[nH]c1=O	.	1
Cc1noc(C)c1C(=O)OCC(=O)Nc1ccc(S(N)(=O)=O)cc1	.	-4
COc1ccc(S(=O)(=O)Nc2cc(S(=O)(=O)N3CCOCC3)ccc2OC)cc1	.	-3
C[C@H]1CN([C@@H](C)CO)C(=O)c2cccc(NC(=O)Nc3ccc(C(F)(F)F)cc3)c2O[C@H]1CN(C)C	.	1
CCCN(C1CCS(=O)(=O)C1)S(=O)(=O)c1cc(OC)ccc1OC (stereo not drawn)	.	0
COc1ccc(OC)c(NC(=O)COC(=O)c2ccc(OC)c(S(=O)(=O)N3CCCC3)c2)c1	.	-2
CC1CCCCC1NC(=O)c1ccc(-n2cncn2)cc1 (stereo not drawn)	.	2
N#Cc1cccc(NC(=O)CCN2C(=O)C3CCCCC3C2=O)c1 (stereo not drawn)	.	5
CCOc1ccc(NC(=O)CN(C)C(=O)c2ccccc2OCCOc2ccccc2)cc1OCC	.	-8
[O-]/[N+](=C/c1ccccc1)c1ccccc1	.	0

Screening data as filed in PubChem BioAssay.
